Screening results from PubChem BioAssay.
D2 PAM: HTS Assay for Positive Allosteric Modulators of the Human D2 Dopamine Receptor: Primary Screen for Potentiators. HEK293 T-REx D2, calcium flux, EC20 dopamine potentiation. D(2) dopamine receptor (Homo sapiens), P14416. potentiation, % at 10 µM. hit rate 0.34% among 340,000;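 active = potentiation over 3 SD above the plate norm, cut at about 30% in these data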; also: 0% is about no effect
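Cells plated with tetracycline inducer and held overnight at 30 C; calcium dye loaded 30–90 min at room temperature; baseline taken, compound added and read 180 s; EC20 dopamine then added and read 180 s.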
D1 potentiator: Potentiators of Human D1 Dopamine Receptor: qHTS; HEK293 TREx D1 cells, calcium flux, dopamine EC20 potentiation; potentiation, % at 10 µM; hit rate 0.036% among 360,000; in the data active = potentiation above about 30%; also: 0% is about no effect
Target sequence (P21728 whole entry, looked up): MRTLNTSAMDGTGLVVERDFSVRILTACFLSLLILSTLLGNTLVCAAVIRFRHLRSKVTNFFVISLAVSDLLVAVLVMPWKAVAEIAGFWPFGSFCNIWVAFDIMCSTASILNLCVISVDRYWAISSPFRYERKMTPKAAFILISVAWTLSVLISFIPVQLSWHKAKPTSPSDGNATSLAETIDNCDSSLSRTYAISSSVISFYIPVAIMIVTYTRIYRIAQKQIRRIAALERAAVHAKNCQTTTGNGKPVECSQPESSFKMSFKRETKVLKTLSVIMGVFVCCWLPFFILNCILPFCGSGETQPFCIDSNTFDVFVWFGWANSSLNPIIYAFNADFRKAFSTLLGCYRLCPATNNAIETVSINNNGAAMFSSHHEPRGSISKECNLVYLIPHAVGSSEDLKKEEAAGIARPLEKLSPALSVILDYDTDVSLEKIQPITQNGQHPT
Vif-A3G inh: qHTS for Inhibitors of Vif-A3G Interactions: qHTS; HeLa A3G-eYFP + Vif (tagged APOBEC3G with the HIV-1 protein that degrades it), YFP fluorescence, overnight; Potency, µM (highest dose often 46.1 µM), without a hit: top-dose activity, negative = active, most hits filed as inhibitors; hit rate 0.076% among 410,000; DNA dC->dU-editing enzyme APOBEC-3G (Homo sapiens), Q9HC16;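 also: potency is read from the fitted curve at half-maximal effect; % is scaled to controls: 0 for no effect and ±100 for the full control effect; nearly all actives have a fitted effect of over 60% in size; hits raise eYFP signal because A3G escapes Vif-driven loss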
Target sequence (Q9HC16 whole entry, looked up): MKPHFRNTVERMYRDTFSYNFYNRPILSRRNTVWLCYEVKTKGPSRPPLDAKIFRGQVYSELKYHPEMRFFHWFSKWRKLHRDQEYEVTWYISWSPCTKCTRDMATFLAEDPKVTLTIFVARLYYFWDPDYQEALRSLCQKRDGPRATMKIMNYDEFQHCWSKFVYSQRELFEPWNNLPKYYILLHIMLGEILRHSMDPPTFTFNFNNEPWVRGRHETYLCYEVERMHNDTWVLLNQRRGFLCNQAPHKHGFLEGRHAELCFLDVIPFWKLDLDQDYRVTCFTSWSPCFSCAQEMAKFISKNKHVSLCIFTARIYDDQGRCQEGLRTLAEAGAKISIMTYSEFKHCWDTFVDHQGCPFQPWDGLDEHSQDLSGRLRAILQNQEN
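Read-out is eYFP fluorescence (Ex 488/Em 500-530) from Vif-expressing HeLa A3G-eYFP cells; more signal means A3G escaped Vif-mediated degradation. Cells plated overnight, compound pinned in, incubated overnight at 37 deg C.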
Vif-A3F inh: qHTS for Inhibitors of Vif-A3F Interactions: qHTS; HeLa A3F-eYFP + Vif (tagged APOBEC3F with the HIV-1 protein that degrades it), YFP fluorescence increase; Potency, µM (top dose mostly 46.1 µM), inactives show at the top dose activity, negative = active; hit rate 0.2% among 390,000; AID 602313, 2012; also: potency is read from the fitted curve at half-maximal effect; % of control where 0% means no effect; nearly all actives have a fitted effect of over 65% in size
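HeLa cells stably expressing A3F-eYFP plus Vif, plated and incubated overnight at 37 deg C, then exposed to compounds overnight at 37 deg C. Blocked degradation read as raised yellow fluorescence (Ex 488/Em 500-530).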
RXFP1 ag: qHTS Assay for Agonists of the Relaxin Receptor RXFP1 | Relaxin receptor 1 (Homo sapiens), Q9HBX9 | HEK293T-RXFP1 cAMP TR-FRET, 30 min; response scale: percent of porcine relaxin response, buffer zero | Potency, µM (top dose mostly 57.5 µM), for inactives: at the top dose activation, usual class: activators | hit rate 0.3% among 370,000; also: potency is read from the fitted curve at half-maximal effect; % is scaled to controls: 0 for no effect and ±100 for the full control effect; nearly all actives have a fitted effect of over 60% in size; many of its hits are not listed in these tables
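HEK293T cells stably expressing RXFP1 were pretreated with the PDE4 inhibitor Ro 20174, exposed to compounds for 30 min at 37C, lysed, and cAMP was read by TR-FRET. Data normalized to buffer (basal) and 29 nM porcine relaxin (100%).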
RXFP1 antag: qHTS Assay for Antagonists of the Relaxin Receptor RXFP1 | Relaxin receptor 1 (Homo sapiens), Q9HBX9 | HEK293-RXFP1, relaxin-stimulated cAMP HTRF, 30 min; active compounds read low | activity change, negative = inhibition, % at 57.5 µM | hit rate 0.59% among 350,000 | AID 1259400, 2018;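 active = activity change of -60% or lower, but not beyond a set lower limit; inconclusive = change between -60% and -40%, or beyond the set limit; inactive = change above -40%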; also: % is scaled to controls: 0 for no effect and ±100 for the full control effect
Glioma ERSR ind: qHTS for Inducers of the Endoplasmic Reticulum Stress Response (ERSR) in Human Glioma: qHTS. U87-MG GRP78 promoter luciferase reporter, 16 h. Potency, µM, inactives show at the highest dose activation, actives largely listed as activators. hit rate 0.02% among 420,000; also: potency is read from the fitted curve at half-maximal effect; series mostly up to about 76 µM; % of control where 0% means no effect; nearly all actives have a fitted effect of over 35% in size
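Stably transfected U87-MG glioma cells carrying a GRP78-based luciferase sensor; 16 h compound incubation. Luminescence end-point read 10 min after Bright-Glo addition at room temperature.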
D1 agonist: Allosteric Agonists of the Human D1 Dopamine Receptor: qHTS | activation, % at 2 µM | hit rate 1% among 360,000 | HEK293 T-REx D1 cells, calcium flux, agonist mode | D(1A) dopamine receptor (Homo sapiens), P21728; in the data active = activation above about 30%; also: 0% is about no effect
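Tetracycline-induced HEK293 TREx D1 cells, force-coupled to calcium signalling, were dye-loaded with a no-wash calcium kit. Compound was pin-added after a 10 s baseline. Fluorescence was read kinetically at 1 cycle/s for 180 s, with calcium rises flagged as agonism.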
D1 antag: Antagonist of Human D 1 Dopamine Receptor: qHTS | HEK293 TREx D1 cells, calcium flux, dopamine EC80; active compounds read low | activity change, negative = inhibition, % at 10 µM | hit rate 3.2% among 360,000 | AID 504652, 2011; in the data active = activity change below about -30%; also: % is scaled to controls: 0 for no effect and ±100 for the full control effect
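Tetracycline-induced HEK293 T-REx cells with force-coupled D1 receptor were loaded with a no-wash calcium dye. Compound was added after a 10 s baseline and read kinetically for 180 s; EC80 dopamine was then added and calcium flux followed another 180 s.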
An asterisk follows results filed as active; ? = inconclusive; / = no result given; & = joins results of further samples. Unless noted, calls follow the shape of the dose curve; as a rule, active = well fitted curve in the direction sought with a large enough effect; inconclusive = small, poorly fitted or top-dose-only effect, or another doubt; inactive = no such curve, though single readings can be large; an effect the other way counts as inactive or inconclusive. A portion of the library (hit frequency here may not be typical).

The line under a structure holds: D2 PAM	D1 potentiator	Vif-A3G inh	Vif-A3F inh	RXFP1 ag	RXFP1 antag	Glioma ERSR ind	D1 agonist	D1 antag
O=C(CSc1nc2ccsc2c(=O)n1Cc1ccc(C(=O)O)cc1)NCc1ccco1
→ -3	7	0%	10%	3.3%	1	-3%	4	-2
COc1cc(C(=O)N/N=C/c2ccsc2C)cc(OC)c1OC
→ -11	-2	?	-4%	4.1%	-5	-10%	1	9
CSC1=NC(C(Cl)(Cl)Cl)N=C(c2ccccc2)N1 (centres undefined)
→ 5	2	?	-4%	-3.3%	-3	-6%	2	-3
O=Cc1cn(CC(=O)N2CCCCC2)c2ccccc12
→ 10	-3	0%	-3%	1.7%	-14	-2%	3	2
CCNC(=S)N(Cc1cc2cccc(C)c2[nH]c1=O)C1CCCC1
→ 12	3	0%	3%	-2.4%	/	2%	2	-2
Cc1ccc(C)c(S(=O)(=O)N2CCN(C(C)C(=O)Nc3ccccc3-c3ccccc3)CC2)c1 (centres undefined)
→ /	1	0%	-3%	-0.3%	2	-2%	5	5
CCc1nnc(NS(=O)(=O)c2ccc(NC(=O)CCC(=O)O)cc2)s1
→ 9	1	4%	-1%	1.5%	-3	-4%	2	13
COc1ccc2c(CC(=O)OCC(=O)N(C)c3c(N)n(Cc4ccccc4)c(=O)[nH]c3=O)coc2c1
→ /	/	0%	-1%	/	0	3%	/	/
CCOc1ccc(OCCCCN2CCCC2)cc1
→ -9	3	0%	-4%	-1.0%	8	-3%	3	0
Cc1cn(C)c(CC(=O)NCc2ccc(Cl)cc2)c1C(=O)O
→ -8	-2	-3%	2%	0.3%	0	-2%	1	-2
CCN1CCc2c(sc(NC(=O)Cc3ccccc3)c2C(N)=O)C1
→ -23	-2	8%	0%	5.0%	2	-6%	6	-24
CC(C)(C)c1ccc(-c2noc(C(=O)NN)n2)cc1
→ /	-3	1%	-4%	0.1%	-5	-4%	3	5
O=c1c2ccccc2nc(SCc2ccncc2)n1CC1CCCO1 (centres undefined)
→ 11	-12	-9%	-3%	-0.4%	-5	-2%	1	6
CCN(CC)c1ccc(/C=N/NC(=O)CNC(=O)/C=C/c2ccco2)cc1
→ -4	/	-12%	-10%	-0.9%	2	12%	5	3
CSc1nsc(SCC(=O)Nc2ccc(Cl)c(C(=O)O)c2)n1
→ -6	0	2%	9%	5.8%	4	-3%	6	-3
CCOc1ccccc1NC(=O)CN(C)S(=O)(=O)c1cccc2nsnc12
→ 5	-1	0%	-3%	0.9%	5	0%	1	1
CC(O)(Cc1cccnc1)c1cccs1 (centres undefined)
→ /	/	-2%	7%	/	-6	-4%	/	/
O=S(=O)(Nc1nc2ccccc2nc1Nc1ccc(N2CCOCC2)cc1)c1cc(Cl)ccc1Cl
→ 8	-8	-2%	?	-0.2%	-8	-3%	15	-50*
CCn1cc(C(=O)NCCc2ccccc2)c(=O)c2cc(S(=O)(=O)N(C)C3CCCCC3)ccc21
→ 8	4	1%	0%	0.9%	/	-1%	-1	2
CCCC(C(=O)OCCN(CC)CC)(c1ccccc1)c1ccccc1
→ /	/	-1%	0%	/	-4	-7%&-3%&-4%&-5%	/	/
COC(=O)c1ccc(NC(=O)Cn2nc(C(=O)Nc3ccc(C)cc3)ccc2=O)cc1
→ -1&-1	-1&3	-3%&0%	1%&3%	-0.8%&-1.2%	-10&-1	0%&-1%	3&-2	6&-29
C[C@@H]1CN([C@H](C)CO)S(=O)(=O)c2ccc(C#CC3CCCCC3)cc2O[C@H]1CN(C)C(=O)Cc1ccncc1
→ /	/	-14%	-5%	/	-10	-1%	/	/
O=C(c1cccc(S(=O)(=O)Nc2cccc(C(F)(F)F)c2)c1)N1CCOCC1
→ -7	5	0%	8%	3.0%	-4	1%	1	-5
Cc1ccc(-c2nn(-c3ccccc3)cc2C(=O)Nc2ccc(C)c(S(=O)(=O)N3CCOCC3)c2)cc1
→ 3	-2	1%	-15%	-0.2%	2	-5%	3	-1
C=CCOC(=O)C1=C(C)OC(N)=C(C#N)C1c1c(C)nn(-c2ccccc2)c1Cl (centres undefined)
→ -10	0	-24%	5%	3.0%	-1	-6%	1	15
CCCCSc1nc(CCC)cc(=O)[nH]1
→ -4	-1	-4%	-3%	0.0%	-7	0%	4	/
O=C(CN1C(=O)c2cccc3cccc1c23)Nc1cccnc1
→ 14	0	3%	0%	-0.2%	-2	-4%	-2	8
CCn1c(SCC(=O)Nc2cc(NC(C)=O)ccc2OC)nnc1-c1cccnc1
→ -9	-1	1%	-8%	3.0%	-4	-3%	3	-4
CN(C)c1ccc(C=Nc2cnn(C)c2C(N)=O)cc1
→ 7	-3	-4%	-8%	0.2%	-3	6%	1	2
CS(=O)(=O)N(CC(=O)Nc1ccccc1Sc1ccccc1)c1cccc(Br)c1
→ -2	-2	-5%	5%	1.7%	-5	-7%	4	8
O=C(/C=C/c1ccc(Cl)c([N+](=O)[O-])c1)NCc1cccnc1
→ /	/	0%	7%	/	3	-2%	/	/
CCN(CC(=O)Nc1c(F)cccc1F)C(=O)c1ccc(N2CCOCC2)c([N+](=O)[O-])c1
→ -4	-12	0%	-12%	3.9%	-4	-2%	0	9
CC(=O)N1N=C(c2cccc(Cl)c2)OC1c1ccc(C(C)C)cc1 (centres undefined)
→ -6	-4	-3%	-2%	0.9%	-5	7%	4	1
c1ccc(-c2noc(CN3CCN(c4cnccn4)CC3)n2)cc1
→ 6	-5	-1%	-5%	7.9%	7	3%	2	-9
CC(=O)OC1CCC2(C)C(=CCC3C2CCC2(C)C3CC3OC4(CCC(C)CN4)C(C)C32)C1 (centres undefined)
→ 3	8	2%	5%	-6.1%	/	3%	1	-11
NC1=NC(=Nc2cccc(S(N)(=O)=O)c2)c2ccccc21
→ -11	1	-1%	2%	2.4%	-4	0%	6	18
Cc1ccc(NC(=O)CSc2nnc(NC(=O)C3CC3)s2)cc1
→ -1	-3	1%	1%	5.5%	-1	-4%	0	-4
O=C(O)COc1ccccc1C=NNC(=O)c1ccccc1NS(=O)(=O)c1cccs1
→ /	/	2%	5%	/	7	-3%	/	/
CCCOc1ccc(/C=C/C(=O)NCc2ccccc2)cc1
→ 12	0	-2%	10%	-0.7%	-2	-5%	2	24
O=C(NCCC1CCCCN1S(=O)(=O)c1ccccc1)C(=O)NC1CCCC1 (centres undefined)
→ -5	-3	0%	-1%	-0.6%	2	-2%	1	-9
COc1ccccc1N1CCN(S(=O)(=O)c2c(C(=O)N3CCOCC3)c(C)n(C)c2C)CC1
→ 7	-8	2%	7%	-0.1%	-4	-2%	1	-4
CC(C(=O)OCC(=O)N1CCN(c2ccccc2)CC1)N1C(=O)c2ccccc2C1=O (centres undefined)
→ -2	2	2%	7%	0.2%	26	-4%	1	-9
COCCn1c(N)c(C(=O)Nc2sc3c(c2C(=O)OC)CCCC3)c2nc3ccccc3nc21
→ -4	-2	-4%	-10%	2.5%	3	-2%	5	11
Cn1c(=O)oc2cc(S(=O)(=O)CCC(=O)NCc3ccc(Cl)cc3)ccc21
→ -8	-4	-5%	0%	0.0%	-2	-1%	0	-4
COc1cccc(NC(=O)CN(C)C(=O)Cn2c(=O)oc3ccccc32)c1
→ 0	5	-6%	5%	-3.1%	1	-2%	1	-2
Cc1ccc(CNC(=O)C23CN(Cc4ccccc4)CC2C(c2ccc([N+](=O)[O-])cc2)=NO3)o1 (centres undefined)
→ -3	-10	0%	-7%	1.4%	/	-6%	1	-4
COCCCn1c(=O)c2ccccc2n(Cc2cc(C(=O)OC)ccc2OC)c1=O
→ 8	9	-1%	1%	0.1%	0	2%	3	14
CCC(=O)N/N=C(\C)CC(=O)Nc1ccc2ccccc2c1
→ 1	2	0%	?	4.7%	-12	2%	0	8
CC1CN(C2CCN(S(=O)(=O)c3ccc4ccccc4c3)CC2)CC(C)O1 (centres undefined)
→ -3	1	0%	4%	-1.6%	1	-2%	1	-4
Cc1ccc(P(=O)(O)c2ccc(C)cc2)cc1
→ -10	-4	1%	0%	1.1%	-1	-3%	3	-7
CC(=O)c1ccc(S(=O)(=O)N2CCCCC2C(=O)O)cc1 (centres undefined)
→ 2	1	-1%	-2%	5.5%	7	2%	4	4
COc1ccc(-c2nc3c(n2O)CCc2c-3no[n+]2[O-])cc1
→ /	2	-2%	-8%	-0.7%	0	2%	1	3
COC(=O)c1ccc(CNC(=O)COC(=O)c2ccccc2-c2ccccc2)cc1
→ -11	-8	1%	-11%	1.0%	-14	-3%	8	-1
CCOC(=O)c1cnc2c(Cl)cccc2c1NCCN1CCOCC1
→ 13&-2	-2&0	-3%&-5%	-5%&5%	0.4%&1.1%	-7	-2%&-5%	0&1	-8&-19
O=C(CSCc1ccc([N+](=O)[O-])cc1)NC1CC2CCC1C2 (centres undefined)
→ 6	-11	-3%	-1%	-0.2%	9	-2%	5	5
CCc1nnc(NC(=O)Cc2ccc(S(=O)(=O)N3CCCCC3)cc2)s1
→ 7	/	?	-2%	0.4%	2	0%	14	-32*
CCN(CC(=O)NCc1ccc(Cl)cc1)S(=O)(=O)c1ccc(F)cc1
→ -1	-6	5%	9%	7.4%	-13	-4%	7	-3
CCc1ccc(N(CC(=O)Nc2ccc(OC)cc2OC)S(C)(=O)=O)cc1
→ 5	-7	1%	-2%	0.9%	-6	6%	0	-18
CCc1ccccc1NC(=O)NC1CC2CCC(C1)N2Cc1cccs1 (centres undefined)
→ -18	-4	0%	2%	-4.5%	-18	-3%	3	13
